influenza NS1A: H1N1 influenza NS1A inhibitors, functional cell based assay (AID 504329); NS1A functional cell-based assay, percent inhibition; higher % means a stronger effect; inhibition, % at 12.5 µM; hits with a dose series show IC50 in µM; 340,000 compounds, 0.3% hits; in the data active means a potency from the dose series; inconclusive means inhibition above about 27% without an active follow-up result; further: strong numbers were not always called active
VEEV TC-83 Vero: inhibitors of VEEV TC-83 cytopathic effect, confirmation, Vero cells (AID 588727); Vero cells, VEEV TC-83 cytopathic effect inhibition; higher % means a stronger effect; inhibition, % at 20 µM, or IC50 in µM where a hit was titrated; 350,000 compounds, 0.13% hits; in the data active means a potency from the dose series; inconclusive means inhibition mostly from about 14% at the one dose, without a potency; inactive means the rest, 99 in 100 with inhibition below about 12%; further: strong numbers were not always called active
PhoP GFP inhibition: PhoP regulon inhibitors, Salmonella typhi PhoP promoter GFP reporter, confirmatory (AID 1850); Salmonella Typhi PhoP-promoter GFP reporter, fluorescence, 4 h; higher % means a stronger effect; 310,000 compounds, 0.33% hits; one-dose inhibition, % at 50 µM; IC50 in µM for titrated hits; in the data active means a potency from the dose series; inconclusive means inhibition mostly from about 25% at the one dose, without a potency; inactive means the rest, 99 in 100 with inhibition below about 19%;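 further: 0% = induced wells with vehicle and 100% = uninduced wells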
tuberculosis growth: growth inhibition of non-replicating M. tuberculosis (AID 488890). 320,000 compounds, 0.39% hits. Mycobacterium tuberculosis non-replicating, growth inhibition; higher % means a stronger effect. inhibition, % at 25 µM; hits with a dose series show IC50 in µM; in the data active means a potency from the dose series; inconclusive means inhibition mostly from about 82% at the one dose, without a potency; inactive means the rest, 99 in 100 with inhibition below about 76%;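 further: plate controls were DMSO cells for no effect and high antibiotic wells for full effect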
M. tuberculosis HTS: M. tuberculosis growth inhibition, HTS (AID 449762) | 330,000 compounds, 0.59% hits | one-dose inhibition, % at 25 µM; IC50 in µM for titrated hits | M. tuberculosis H37Rv growth inhibition, 7H9 media; higher % means a stronger effect; in the data active means a potency from the dose series; inconclusive means inhibition above about 70% without an active follow-up result;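 further: bacterial growth assessed after seven days of incubation; strong numbers were not always called active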
VEEV TC-83 Vero 10K pilot screen: second read-out of VEEV TC-83 Vero, no call of its own (marks repeat the call); inhibition, %; measured here: 10K pilot screen inhibition
Active calls of the source: *; i = inactive; ? = inconclusive; / = no result given.

SMILES	influenza NS1A	VEEV TC-83 Vero	PhoP GFP inhibition	tuberculosis growth	M. tuberculosis HTS	others
NC(=O)c1ccsc1NC(=O)COC(=O)c1ccccc1NCc1ccco1	3%	1.3%	-4%	13%	-6%
CCN(CCS(=O)(=O)c1ccc(Cl)cc1)C(=O)Nc1ccccc1	/	0.4%	1%	-2%	-11%
COc1cccc(NC(=O)CSc2nc3ccccc3c(=O)n2Cc2cccs2)c1	-7%	7.0%	6%	4%	8%
CCC(C(=O)N1CC2(C)CC1CC(C)(C)C2)N1C(=O)c2ccccc2C1=O (stereo not given)	3%	i	-3%	10%	-6%
CCc1ccc(NC(=O)C(C)OC(=O)C2CCC(=O)N2)cc1 (stereo not given)	-1%	2.3%	8%	-2%	6%
CCCc1cc(-c2n[nH]c(=S)n2CC(C)C)cs1	1%	0.8%	-6%	-16%	-3%
COc1ccc(NC(=O)CN(C)C(=O)c2cccnc2Sc2ccc(C)c(C)c2)cc1	1%	3.1%	-3%	21%	3%
CS(=O)(=O)N(CC(=O)N1CCN(c2ccccc2)CC1)c1cc(C(F)(F)F)ccc1Cl	4%	1.2%	-6%	8%	-6%
O=C(CCc1nc2ccccc2s1)OCc1ccccc1F	1%	0.4%	-2%	?	-1%
CC(=O)Oc1ccc(-c2cccc(C(=O)OCC(=O)Nc3ccccc3Oc3ccccc3)c2)cc1	-6%	5.3%	0%	21%	8%
CNC(=S)N1N=C(c2ccc(C)cc2)CC1c1ccc(OC)c(OC)c1 (stereo not given)	-2%	3.9%	-4%	14%	4%
CCC(CO)Oc1cc(NCc2cccc(F)c2)c2ncn(C(C)C)c2c1 (stereo not given)	9%	0.4%	/	43%	-9%	VEEV TC-83 Vero 10K pilot screen=3.2
CC(C)n1c(/C=C/[C@H](O)C[C@H](O)CC(=O)O)c(-c2ccc(F)cc2)c2ccccc21	-5%	8.2%	/	4%	-12%
COc1ccc2oc(=O)c(-c3nnc(NCc4ccco4)s3)cc2c1	-16%	12%	3%	13%	-4%
O=C(NCc1ccc(Cl)cc1)C1CC(O)CN1S(=O)(=O)c1ccc(Cl)cc1 (stereo not given)	2%	3.9%	7%	-7%	4%
CNC(C)C#Cc1c(-c2cc(OC)c(OC)c(OC)c2)noc1C (stereo not given)	8%	9.1%	-4%	41%	51%
O=C(CSc1nc(-c2ccco2)cc(C(F)(F)F)n1)N1CCSCC1	2%	1.1%	-8%	0%	-3%
COc1ccc(-c2cn(Cc3ccc4ccccc4c3)nn2)cc1	-7%	0.6%	-21%	-2%	6%
O=C(Nc1cc(S(=O)(=O)N2CCOCC2)ccc1Cl)c1cc([N+](=O)[O-])ccc1Cl	-20%	?	/	2%	3%
Clc1cccc(N2CCN(Cc3nc(-c4ccccc4)no3)CC2)c1	0%	0.4%	1%	62%	0%
C[C@H](NS(=O)(=O)c1ccc(F)cc1)C(=O)OCC(=O)c1c(N)n(C)c(=O)n(C)c1=O	-1%	2.0%	/	0%	-1%
COc1ccc(Cn2c(C)c(C)c(C#N)c2NC(=O)Nc2ccc(Cl)cc2)cc1	9%	1.1%	-4%	0%	5%
O=C(c1ccc(Cl)cc1)N1CCC2(CC1)OCCO2	-6%	1.4%	-6%	19%	-5%
CCCOC(=O)Nc1ccc(N2CCCCC2)cc1	4%	2.1%	-9%	17%	-3%	VEEV TC-83 Vero 10K pilot screen=2.4
Cc1cccc2cc(CNCC3CCCO3)c(Cl)nc12 (stereo not given)	10%	0.7%	-6%	33%	-1%
COc1ccc(C(=O)COC(=O)CNC(=O)c2cccs2)cc1Br	7%	1.2%	-4%	-1%	2%
CCSc1nc2c(c(=O)[nH]c(=O)n2C)n1C	0%	i	-3%	2%	6%
COc1ccc(C)cc1N(CC(=O)O)S(=O)(=O)c1ccc(C)cc1	2%	1.5%	-2%	1%	-3%
Cc1ccccc1CSc1nnc(C)c(=O)n1N	9%	0.1%	12%	-1%	1%
O=C(Nc1ccccc1Cl)C(Cl)C(=O)c1ccccc1 (stereo not given)	1%	i	/	/	/
COc1ccccc1C(=O)Nc1ccnn1C1CCN(CCCc2ccccc2)CC1	5%	1.1%	7%	20%	2%
COc1ccc(-c2cc(C(F)(F)F)nc(S(C)(=O)=O)n2)cc1OC	-4%	13%	-1%	?	19%
OCC1(CO)COC(c2cccnc2)N1 (stereo not given)	-23%	i	-3%	-9%	-3%
COc1ccc(/C=C/C(=O)NCc2ccc(F)cc2)cc1S(=O)(=O)N1CCOCC1	-3%	1.1%	5%	4%	5%
O=C(CSCc1ccccc1Cl)NNC(=O)c1ccccc1	-5%	i	-3%	41%	-2%
CCN1CCN(c2ccc(NC(=O)COc3ccccc3Cl)cc2)CC1	3%	0.6%	-3%	-15%	0%	VEEV TC-83 Vero 10K pilot screen=0.7

Reprinted at random: three compounds from above.
SMILES	influenza NS1A	VEEV TC-83 Vero	PhoP GFP inhibition	tuberculosis growth	M. tuberculosis HTS	others
COc1ccccc1C(=O)Nc1ccnn1C1CCN(CCCc2ccccc2)CC1	5%	1.1%	7%	20%	2%
COc1ccc(C)cc1N(CC(=O)O)S(=O)(=O)c1ccc(C)cc1	2%	1.5%	-2%	1%	-3%
COc1ccc(-c2cc(C(F)(F)F)nc(S(C)(=O)=O)n2)cc1OC	-4%	13%	-1%	?	19%

New compounds follow.
SMILES	influenza NS1A	VEEV TC-83 Vero	PhoP GFP inhibition	tuberculosis growth	M. tuberculosis HTS	others
CN(C)c1ccc(/C=N/Nc2ccc(-n3ccnc3)nn2)cc1	17%	2.1%	-2%	5%	-1%
CC/C(C)=N/Nc1nc2c(c(=O)[nH]c(=O)n2C)n1CCc1ccccc1	2%	2.4%	-2%	16%	1%
O=C(Nc1nonc1NC(=O)C1CCCCC1)C1CCCCC1	3%	3.3%	-9%	13%	-12%
COc1ccccc1/C=C1\SC(=S)N(C(C(=O)O)c2ccccc2)C1=O (stereo not given)	20%	1.0%	-7%	40%	-1%
CCc1ccc(OCC(=O)NCC(c2ccc(Cl)cc2)N2CCCCC2)cc1 (stereo not given)	4%	i	5%	23%	52%
CC(C)c1ccc(N(CC(=O)NCc2ccc(F)cc2)C(=O)c2snc(C(N)=O)c2N)cc1	2%	1.3%	8%	-5%	3%
COc1cc(/C=N/NC(=O)CNC(=O)c2ccncc2)ccc1O	-7%	0.1%	-9%	-11%	5%
COc1cc(/C=C2\SC(=Nc3ccccc3OC)NC2=O)ccc1O	22%	7.9%	-4%	39%	8%
Cc1nnc(NC(=O)CSc2nnc(-c3ccco3)o2)s1	10%	1.3%	-1%	-16%	-4%
CCOC(=O)N1CCN(Cc2cc(=O)oc3ccc4ccccc4c23)CC1	-1%	1.8%	1%	21%	8%
COc1cccc(N(CC(=O)Nc2ccccc2C)S(C)(=O)=O)c1	-5%	0.0%	-11%	1%	-8%
CCN(CC)C(=O)CCCSc1nnc(Nc2ccccc2F)s1	-4%	2.5%	8%	-9%	-8%
O=C1C=C(NC2CC2)C2(CCCCC2)O1	-3%	i	-8%	-16%	-9%	VEEV TC-83 Vero 10K pilot screen=2.1
COc1ccc(OC)c(NC(=O)Cn2c(CCC(=O)O)ccc2-c2ccc(C)cc2)c1	-5%	0.9%	8%	4%	1%
CCCCN(C(=O)C1CC(=O)N(c2ccc3c(c2)OCCO3)C1)c1c(N)n(CCC)c(=O)[nH]c1=O (stereo not given)	-1%	i	/	3%	4%
O=C(OCn1nnc2ccccc2c1=O)c1cccc(S(=O)(=O)N2CCOCC2)c1	-5%	1.3%	/	3%	2%
CC(C)NC(=O)C1(O)c2ccccc2NC(=O)N1c1ccc(Cl)c(Cl)c1 (stereo not given)	-1%	1.8%	-3%	13%	3%
COc1ccc(OC)c(NC(=O)c2cccc(NC(=O)c3ccccc3)c2)c1	-15%	8.7%	0%	24%	-2%
COc1ccc(N2CCN(C(c3ccco3)c3sc4nc(C)nn4c3O)CC2)cc1 (stereo not given)	-10%	0.4%	-8%	-13%	-2%
CN(C)S(=O)(=O)c1cccc(NC(=S)NNC(=O)c2cc3ccccc3cc2O)c1	5%	1.7%	/	5%	10%
CCCOP(=O)(O)c1c([N+](=O)[O-])cc(C(F)(F)F)cc1[N+](=O)[O-] (tested in a mixture with another compound)	2%	0.4%	-9%	41%	-3%
Nc1ccc(C(=O)OCC(=O)Nc2cc([N+](=O)[O-])ccc2F)cc1	5%	0.4%	3%	49%	13%
O=C(NCCc1c[nH]c2ccccc12)C(=O)NCC1OCCCN1S(=O)(=O)c1cccs1 (stereo not given)	0%	0.5%	-8%	1%	1%	VEEV TC-83 Vero 10K pilot screen=3.5
O=C(CCN1C(=O)COc2ccccc21)NCCN1CCOCC1	-7%	i	-19%	8%	6%

A draw from above in order of SMILES length, lowest first:
SMILES	influenza NS1A	VEEV TC-83 Vero	PhoP GFP inhibition	tuberculosis growth	M. tuberculosis HTS	others
O=C(CCc1nc2ccccc2s1)OCc1ccccc1F	1%	0.4%	-2%	?	-1%
COc1ccc(Cn2c(C)c(C)c(C#N)c2NC(=O)Nc2ccc(Cl)cc2)cc1	9%	1.1%	-4%	0%	5%
COc1ccc(NC(=O)CN(C)C(=O)c2cccnc2Sc2ccc(C)c(C)c2)cc1	1%	3.1%	-3%	21%	3%

(cont.)
SMILES	influenza NS1A	VEEV TC-83 Vero	PhoP GFP inhibition	tuberculosis growth	M. tuberculosis HTS	others
CC1CCC/C(=N\NC(=O)c2ccncc2)C1 (stereo not given)	0%	1.2%	7%	64%	?
COc1cc([N+](=O)[O-])ccc1-c1ccc(/C=N/NC(=O)OC(C)(C)C)o1	-1%	0.4%	-4%	3%	-4%
COCCOC(=O)C1=C(C)NC(=O)NC1C1CC=CCC1 (stereo not given)	1%	0.1%	-4%	-2%	-1%
CCOC(=O)c1cnn(-c2ccccc2)c1NC(=O)CCl	-7%	0.7%	0%	64%	-1%	VEEV TC-83 Vero 10K pilot screen=3.1
Cc1cc(NS(=O)(=O)c2ccc(NC(=S)NC(=O)/C=C/c3ccccc3)cc2)no1	-6%	2.1%	0%	39%	-6%
COC(=O)c1cc(C#N)c(Oc2ccc(F)cc2)nc1C	-2%	0.7%	1%	11%	1%
O=C(CNC(=O)C1COc2ccccc2O1)N/N=C/c1cc(Br)c(O)c(Br)c1 (stereo not given)	5%	1.3%	-2%	11%	16%
O=C(O)CCN1C(=O)CC2(CCCCC2)C1=O	1%	0.3%	5%	-3%	5%
CC(C)C[C@@H](CN)NC(=O)c1nc[nH]c1C(=O)N[C@@H](C)C(=O)CNC[C@H](C)NC(=O)c1nc[nH]c1C(=O)N[C@@H](CC(=O)O)C(=O)O	-23%	0.1%	/	/	/
CCOC(=O)Cc1csc(NC(=O)CCC(=O)O)n1	/	0.6%	-3%	1%	6%
COCC(=O)Nc1nc(-c2ccc(-c3ccccc3)cc2)cs1	-6%	3.3%	0%	-24%	-24%
CC1(C)Cc2c(sc3nc(NCCN4CCOCC4)n4ncnc4c23)CO1	-1%	0.6%	-5%	-4%	2%
O=C(Nc1ccc2oc(-c3ccncc3)nc2c1)c1ccc2c(c1)OCO2	-22%	i	6%	-15%	-4%
O=C(CCCC(=O)NC1CCCC1)NC1CCCC1	0%	0.6%	-6%	-10%	2%
N=c1c(C(=O)NCCN2CCOCC2)cc2c(=O)n3ccccc3nc2n1Cc1ccc(F)cc1	-3%	3.3%	4%	-4%	2%
Cc1ccccc1Nc1nc(-c2sc(NC(=O)c3ccccc3)nc2C)cs1	/	/	-10%	0%	0%
CCN1C[C@@H]2[C@@H]3C(=O)N(C)C(=O)[C@@H]3[C@](C)(C1=O)N2C(=O)c1ccc(C)cc1	-10%	0.8%	/	/	/
CCCC(C)C(=O)OCC(=O)Nc1c(Br)cc(C)cc1Br (stereo not given)	-11%	i	-4%	36%	3%
CN(C)/C=C/C(=O)c1nn(-c2ccc(F)cc2)ccc1=O	-23%	1.6%	0%	-11%	-2%
O=[N+]([O-])c1ccc(N2CCN(S(=O)(=O)c3ccccc3)CC2)cc1NCc1cccnc1	-2%	6.2%	-8%	-4%	-6%
COc1ccc(CCN2CC(C(=O)OC(C)C(=O)Nc3ccc(NC(C)=O)cc3)CC2=O)cc1OC (stereo not given)	-6%	i	/	/	/
COc1ccc(C(C)NC(=O)C2C(=O)NC3(C)CC2c2ccccc2O3)cc1 (stereo not given)	9%	1.2%	12%	-1%	2%
CSCCC(NC(=O)COc1ccccc1)C(=O)O (stereo not given)	1%	i	-5%	-6%	-8%
COc1ccc(C2C3=C(OC(C)=O)c4ccccc4C3=Nc3c2c(=O)n(C)c(=O)n3C)cc1 (stereo not given)	-5%	i	-4%	1%	?
COc1ccc(C)cc1NC(=O)NNS(=O)(=O)c1ccc(NC(C)=O)cc1	17%	5.1%	-5%	-17%	-5%
